# CaV13 FRET inh: Disruptors of the CACNA1D IQ motif to Ca2+-dependent inactivation inhibitor domain association, primary screening, Förster resonance energy transfer in intact living … | HEK cells, CFP/YFP FRET ICDI-IQ, plate reader, 10 min; percent FRET-ratio fall versus neutral wells | inhibition, % at 12.3 µM | 340,000 tested, 0.098% active;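 active = mean replicate inhibition of at least 30% and at least 1% of replicates passing that level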;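 note: 0% = median of the neutral control wells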
# ABCB6 inh 2: ABCB6 transporter inhibitors, primary screen, K562-ABCB6 cells, flow cytometry, MLPCN library; K562-ABCB6 porphyrin accumulation, 1 h; hits give low values; fluorescence ratio to DMSO, % at 10 µM; 360,000 tested, 0.19% active; AID 602162, 2011;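 active = fluorescence ratio to DMSO below 75%, the collection mean minus 3 SD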;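 note: signal is porphyrin accumulated inside mitochondria; 100% equals median channel fluorescence of DMSO control wells; lower ratio means ABCB6 inhibition with less porphyrin fluorescence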
# MC4R ag barr: MC4R agonists recruiting beta-arrestin, primary screen, cell-based, luminescence, agonist arm of biased-ligand search; Melanocortin receptor 4 (Homo sapiens), P32245; U2OS MC4R beta-arrestin complementation; percent of melanotan II response, DMSO zero; activation, % at 8.9 µM; 360,000 tested, 0.98% active; AID 540308, 2011;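 active = activation above a per-plate cutoff, the mean activation of sample wells on that plate plus 3 SD, cut at about 8% in these data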
# MC4R antagonist: MC4R antagonists of cAMP signaling, primary screen, cell-based, TR-FRET, antagonist arm of biased-ligand search; MC4R-expressing cells, MTII-stimulated cAMP, LANCE TR-FRET; Melanocortin receptor 4 (Homo sapiens), P32245; 360,000 tested, 0.48% active; inhibition, % at 6.5 µM;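 active = inhibition above its plate's cutoff, the mean of tested wells on that plate plus 3 SD, cut at about 29% in these data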;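 note: 0% = Melanotan II alone and 100% = Melanotan II plus saturating MCL0020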
#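 Material: human MC4R-expressing U2OS cells. Probe or stimulus: Melanotan II challenge. Dosing: 6.5 µM single dose. Times: 30-min compound, 1-h challenge, 1-h detection, room temperature. Technique: TR-FRET with Eu-cAMP and labeled anti-cAMP, 671 nm. Replication: singlicate.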
# PDI turbidity: inhibitors of human PDI, primary screen, biochemical, turbidity, single point, plate reader; inhibition, % at 10 µM; Protein disulfide-isomerase (Homo sapiens), P07237; 350,000 tested, 0.052% active; PDI insulin aggregation turbidity, A650, 90 min;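 active = mean inhibition across replicates of 30% or more, whatever share of single replicates reach that level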;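 note: absorbance from insulin aggregation driven by PDI reduction with DTT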
# HTR2A ag: mouse Htr2a agonists via beta-arrestin recruitment, primary screen, cell-based, luminescence. activation, % at 7.6 µM. AID 624169, 2012. 360,000 tested, 0.66% active. CHO-K1 mHTR2A beta-arrestin complementation; percent of 30 µM serotonin response;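 active = activation above a run cutoff, the mean activation of all tested compounds plus 3 SD, cut at about 14% in these data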;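 note: 0% = plate median of compound wells and 100% = 30 µM serotonin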
# Cardio protect: cardioprotection against H2O2-induced cell death, primary screen, uHTS, H9c2 cells, ATPLite luminescence. H9c2 cardiomyocytes, H2O2 injury protection, 2 h. protection from H2O2 cell death, % at 20 µM. 360,000 tested, 0.63% active;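 active = compounds giving at least 50% protection of heart cells from peroxide-induced death in the single-dose screen, raw or plate-pattern-corrected value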;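 note: 0% = DMSO wells with peroxide and 100% = DMSO wells without peroxide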
# Granule exo inh: LAMP-1 surface exposure blockers, TALL-104 cells – cell-based, flow cytometry, MLPCN library, primary screen | TALL-104 LAMP-1 surface exposure; cells stimulated with thapsigargin and PMA | 360,000 tested, 0.66% active | inhibition, % at 10 µM;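 active = inhibition above about 55%, limit read from the data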
# ABHD5 PLIN5 PPI: ABHD5-PLIN5 interaction inhibitors, primary screen, cell lysate, split luciferase complementation, luminescence | Split G. princeps luciferase complementation, 4 h | inhibition, % at 4 µM | 360,000 tested, 0.78% active;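 active = inhibition above the mean inhibition across every tested compound plus 3 SD, cut at about 22% in these data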;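 note: 0% = DMSO only wells and the 100% control is not disclosed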
# Target sequence (Q00G26 whole entry, looked up): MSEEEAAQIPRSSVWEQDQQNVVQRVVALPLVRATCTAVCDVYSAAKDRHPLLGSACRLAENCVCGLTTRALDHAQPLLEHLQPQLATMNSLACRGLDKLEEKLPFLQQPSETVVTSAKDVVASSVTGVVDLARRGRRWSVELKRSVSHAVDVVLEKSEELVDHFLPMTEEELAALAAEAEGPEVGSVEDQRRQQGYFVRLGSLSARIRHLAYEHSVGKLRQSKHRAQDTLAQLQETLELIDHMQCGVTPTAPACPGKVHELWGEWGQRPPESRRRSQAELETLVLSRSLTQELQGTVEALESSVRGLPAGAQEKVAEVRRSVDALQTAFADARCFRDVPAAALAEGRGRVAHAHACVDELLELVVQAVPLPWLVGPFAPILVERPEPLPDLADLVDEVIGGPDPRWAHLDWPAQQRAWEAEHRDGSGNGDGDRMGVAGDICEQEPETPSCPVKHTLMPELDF
# Target sequence (Q8WTS1 whole entry, looked up): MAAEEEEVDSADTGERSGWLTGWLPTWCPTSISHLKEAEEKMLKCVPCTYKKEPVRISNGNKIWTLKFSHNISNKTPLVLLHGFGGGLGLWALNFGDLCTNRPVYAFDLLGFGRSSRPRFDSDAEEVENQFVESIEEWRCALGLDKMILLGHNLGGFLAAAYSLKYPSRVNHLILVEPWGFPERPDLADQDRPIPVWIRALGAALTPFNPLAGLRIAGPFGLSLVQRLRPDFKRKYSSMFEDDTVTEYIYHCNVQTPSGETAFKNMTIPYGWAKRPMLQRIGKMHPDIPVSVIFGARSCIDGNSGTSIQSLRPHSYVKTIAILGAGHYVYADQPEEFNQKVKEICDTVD
# N-glyco inh: increase of ERlucT glycosylation luciferase signal, primary screen, N-linked glycosylation inhibitor project, D54 ERlucT cells, luminescence, set 2; D54 ERlucT glycosylation luciferase reporter, 24 h; percent of 100 nM tunicamycin response; reporter increase, % at 12.5 µM; 360,000 tested, 0.23% active; AID 588692, 2011;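 active = mean luciferase reporter signal, scaled so untreated is 0 and the glycosylation-blocking control 100, at or above a set limit in every replicate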;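 note: luciferase carries N-glycosylation sites so blocking glycosylation raises the light; 0% = median of neutral control wells and 100% = median of 100 nM tunicamycin wells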
# Starred values were filed as active, the others as inactive; . = no result given.
1. CC(=O)[C@H]1CC[C@H]2[C@@H]3CC=C4C[C@@H](OS(=O)(=O)O)CC[C@]4(C)[C@H]3CC[C@]12C
2. O=C(CC(=O)Nc1ccc(F)cc1F)Nc1ccc(F)cc1F
3. CSc1ccc(CN2CCCC(N3CCN(c4ccccc4)CC3)C2)cc1 (centres undefined)
4. Clc1cc(NCc2ccccc2)ncn1
5. Cc1ccn2cc(-c3ccc(NS(=O)(=O)c4ccccc4)cc3)nc2c1
6. O=C(CCNc1ccc(F)cc1)c1ccco1
Compound	1	2	3	4	5	6
CaV13 FRET inh	-4	-2	-1	-5	-5	-6
ABCB6 inh 2	97	96	91	92	100	91
MC4R ag barr	0.1	-0.4	2.4	-1.9	1.4	1.0
MC4R antagonist	5	6	-2	5	23	2
PDI turbidity	2	-16	14	-3	1	2
HTR2A ag	-4	3	-5	0	-10	2
Cardio protect	11	2	5	0	-3	19
Granule exo inh	-3	4	67*	45	5	-3
ABHD5 PLIN5 PPI	-1	-9	0	4	0	2
N-glyco inh	0	0	-2	1	1	-2

# Complete entries as entered above.
# `CSc1ccc(CN2CCCC(N3CCN(c4ccccc4)CC3)C2)cc1` (centres undefined) reads CaV13 FRET inh: -1; ABCB6 inh 2: 91; MC4R ag barr: 2.4; MC4R antagonist: -2; PDI turbidity: 14; HTR2A ag: -5; Cardio protect: 5; Granule exo inh: 67*; ABHD5 PLIN5 PPI: 0; N-glyco inh: -2
# `Cc1ccn2cc(-c3ccc(NS(=O)(=O)c4ccccc4)cc3)nc2c1` reads CaV13 FRET inh: -5; ABCB6 inh 2: 100; MC4R ag barr: 1.4; MC4R antagonist: 23; PDI turbidity: 1; HTR2A ag: -10; Cardio protect: -3; Granule exo inh: 5; ABHD5 PLIN5 PPI: 0; N-glyco inh: 1

# Additional compounds
7. COc1ccc(-c2cccc(C3CC=CC4C3C(=O)N(Cc3ccccc3)C4c3ccc(OC)c(Cl)c3)c2)cc1 (centres undefined)
8. Cc1ccc2nc(NC3=NCN(Cc4cccnc4)CN3)nc(C)c2c1
9. CCc1nc(N)nc(N)c1-c1ccc(NCCN)c([N+](=O)[O-])c1
10. CC1(C)Cc2c(sc(NC(=O)c3ccccc3)c2C(=O)O)CO1
11. Cc1ccc([C@@H]2CC(=O)[C@@H]3CN(S(=O)(=O)c4ccc(C)cc4)[C@H](c4ccccc4F)C[C@@H]3N2S(=O)(=O)c2ccc(C)cc2)cc1
12. O=S(=O)(c1ccc2ccccc2c1)N1CCN(C(=S)Nc2ccc(F)c(Cl)c2)CC1
Compound	7	8	9	10	11	12
CaV13 FRET inh	-6	-6	-7	-5	-10	-6
ABCB6 inh 2	96	99	123	95	98	96
MC4R ag barr	-1.4	-0.9	-2.8	-1.3	.	-1.8
MC4R antagonist	10	0	-1	-4	.	-3
PDI turbidity	-1	1	3	-2	.	-2
HTR2A ag	5	0	6	0	-8	8
Cardio protect	-7	5	6	-8	3	-6
Granule exo inh	-4	1	-10	-4	-11	4
ABHD5 PLIN5 PPI	-1	-3	-1	-1	8	1
N-glyco inh	2	1	-8	-2	-6	0

13. O=C1CC[C@@]23CCCN2C(=O)CCCC3C1 (some centres undefined)
14. CCOc1ccc(/C=C2\SC(=S)N(CC(=O)Nc3ccccn3)C2=O)cc1
15. O=C(CCCn1nnnc1CN1CCOCC1)N1CCC(c2ccccc2Cl)C1 (centres undefined)
16. CCSC(=O)N(CC)CC(=O)Nc1c(CC)cccc1CC
17. CCCN(CCC)CCNC(=O)C1c2ccccc2C(=O)N(CCOC)C1c1ccc(F)cc1 (centres undefined)
18. Cc1cccc(C(C)(C)C)c1OCCN1CCCC1
Compound	13	14	15	16	17	18
CaV13 FRET inh	-5	-4	-2	.	-4	-5
ABCB6 inh 2	95	98	102	89	87	104
MC4R ag barr	0.1	-1.6	-0.8	-0.7	-1.7	2.0
MC4R antagonist	12	-6	10	-6	5	1
PDI turbidity	9	-4	3	-1	-4	-3
HTR2A ag	-1	0	-6	0	3	-8
Cardio protect	3	2	0	26	1	-1
Granule exo inh	1	1	-1	1	-3	0
ABHD5 PLIN5 PPI	14	3	3	-1	1	3
N-glyco inh	1	-3	1	0	-2	0

19. CC(=O)c1ccc(NC(=O)C(C)Nc2ccc(Cl)cc2)cc1 (centres undefined)
20. Cc1ccc(C(=O)COC(=O)c2cccc(NC(=O)c3ccc([N+](=O)[O-])cc3[N+](=O)[O-])c2)cc1
21. C=C1CCCC2OC(CC3=CC4/C(C)=C/CC(C)CC(/C=C(\C)C(O)C5CC(O)C(O)C(CCC(O)/C=C/C(C)=C/CCC6=NCCC(C3)C64C)O5)OC(=O)CC3OC(C(O)C1)C(O)C3O)CC(O)C2O (centres undefined)
22. COCCOc1cc(NC(=O)CS(=O)(=O)CC(=O)N(C)C)c(Cl)cc1Cl
23. CCOc1ccc2oc(C(=O)OCC(=O)NC3CC3)c(C)c2c1
24. Cc1cc(Nc2cccc(F)c2)nc(-c2ccccc2O)n1
Compound	19	20	21	22	23	24
CaV13 FRET inh	-7	-8	.	1	-6	-5
ABCB6 inh 2	101	95	101	100	95	94
MC4R ag barr	0.8	-2.3	-1.0	1.3	0.4	1.5
MC4R antagonist	10	6	5	15	6	-3
PDI turbidity	-8	-1	.	9	1	0
HTR2A ag	-4	-6	1	-2	7	-4
Cardio protect	-2	-19	4	0	-2	-16
Granule exo inh	-7	2	1	0	-1	12
ABHD5 PLIN5 PPI	5	-1	5	0	2	1
N-glyco inh	0	-6	-13	1	1	-5

# Gathered by group: those above containing two or more sulfur atoms (3)
11. Cc1ccc([C@@H]2CC(=O)[C@@H]3CN(S(=O)(=O)c4ccc(C)cc4)[C@H](c4ccccc4F)C[C@@H]3N2S(=O)(=O)c2ccc(C)cc2)cc1
12. O=S(=O)(c1ccc2ccccc2c1)N1CCN(C(=S)Nc2ccc(F)c(Cl)c2)CC1
14. CCOc1ccc(/C=C2\SC(=S)N(CC(=O)Nc3ccccn3)C2=O)cc1
Compound	11	12	14
CaV13 FRET inh	-10	-6	-4
ABCB6 inh 2	98	96	98
MC4R ag barr	.	-1.8	-1.6
MC4R antagonist	.	-3	-6
PDI turbidity	.	-2	-4
HTR2A ag	-8	8	0
Cardio protect	3	-6	2
Granule exo inh	-11	4	1
ABHD5 PLIN5 PPI	8	1	3
N-glyco inh	-6	0	-3

# Going on with the list.
25. CCc1nnc(NS(=O)(=O)c2ccc(N)cc2)s1
26. CSCCC(NC(=O)C12CC3CC(CC(C3)C1)C2)C(=O)OCC(=O)c1ccc(Cl)cc1 (centres undefined)
27. COC(=O)CN1C(=O)C(O)(CC(=O)c2ccc(Br)cc2)c2ccccc21 (centres undefined)
28. CCOc1ccc(CNC(=O)CCC(=O)N2CCSc3ccccc32)cc1
29. Cc1noc(/C=C/N(C)C)c1S(=O)(=O)N1CCCC(C(=O)Nc2ccccc2F)C1 (centres undefined)
30. C/C(=N\NC(=O)CSc1nc(C)cc(C)n1)c1cccc([N+](=O)[O-])c1
Compound	25	26	27	28	29	30
CaV13 FRET inh	-6	.	-45	-3	-4	3
ABCB6 inh 2	96	93	98	98	97	98
MC4R ag barr	1.4	0.4	-0.8	-0.2	2.0	0.6
MC4R antagonist	18	6	15	3	0	10
PDI turbidity	-1	3	1	.	6	-3
HTR2A ag	2	-1	3	4	4	-5
Cardio protect	4	-7	2	23	-2	-1
Granule exo inh	-2	4	-6	0	-2	-2
ABHD5 PLIN5 PPI	1	5	-2	8	7	-3
N-glyco inh	1	.	2	-1	3	1

31. O=C(CSc1cccc(C(F)(F)F)c1)NC(=O)NCc1ccco1
32. CC(C)[C@H](NC(=O)c1ccccc1Br)C(=O)OCc1nc2ccsc2c(=O)[nH]1
33. Cc1cccc(N=[N+]([O-])c2cccc(C)n2)n1
34. COc1ccc(CCC(=O)N2CC(C)OC(C)C2)cc1 (centres undefined)
35. CCN(CC)C(=O)C1=C(C)N(Cc2ccc(C(C)(C)C)cc2)C(=O)C(CC(=O)NCCCCc2ccccc2)C1 (centres undefined)
36. CSc1ccccc1NC(=O)Nc1ccccc1
Compound	31	32	33	34	35	36
CaV13 FRET inh	-11	-5	-3	-3	-9	-7
ABCB6 inh 2	107	97	98	99	98	99
MC4R ag barr	3.1	0.6	-1.4	-1.3	1.6	-1.4
MC4R antagonist	3	-1	1	5	12	3
PDI turbidity	22	-1	-13	2	-4	1
HTR2A ag	-6	4	0	-1	8	-2
Cardio protect	-3	6	6	6	-7	0
Granule exo inh	1	-7	-1	0	12	3
ABHD5 PLIN5 PPI	7	0	-4	-2	-6	3
N-glyco inh	0	1	3	1	-2	0

37. COc1cccc(OCc2cc(C(=O)N3CCN(C(=O)c4ccco4)CC3)no2)c1
38. Clc1ccc(-c2cnc3n2CCCCC3)cc1
39. Cn1c2ccccc2c(=O)c2ccc(C#CC3(O)CCCCC3)cc21
40. Nc1scc2c(C(=O)O)nn(-c3ccccc3)c(=O)c12
41. COc1ccc(C(CNC(=O)CNC(=O)c2cccc(C)c2)N2CCCCC2)cc1 (centres undefined)
42. O=C(N/N=C/c1cc([N+](=O)[O-])cc([N+](=O)[O-])c1O)/C(=C\c1cccs1)NC(=O)c1ccccc1
43. CCN(Cc1ccccc1)C(=O)C1CCN(S(=O)(=O)c2ccc3c(c2)OCCO3)CC1
Compound	37	38	39	40	41	42	43
CaV13 FRET inh	-2	-1	20	-9	-6	-6	.
ABCB6 inh 2	92	89	95	98	104	98	102
MC4R ag barr	-1.1	-1.2	2.7	1.2	-2.1	-1.6	-3.7
MC4R antagonist	8	-2	24	-6	11	1	2
PDI turbidity	-6	-1	-1	-3	-2	10	-1
HTR2A ag	-4	3	9	0	-2	0	-3
Cardio protect	-2	-19	-24	0	2	-2	-3
Granule exo inh	0	1	-2	26	5	-1	-1
ABHD5 PLIN5 PPI	0	-6	-2	-27	-3	3	-4
N-glyco inh	3	-1	-13	1	1	1	3

# Source: PubChem BioAssay
